Screens (PubChem)
HP1b chromo inh = HP1-beta chromodomain-methylated histone interaction inhibition | P83916 | AlphaScreen HP1-beta / biotin-H3K9me3 peptide binding | Potency, µM (titrated, usually from 114 µM), inactives show top-dose activity change, negative = inhibition, usual class: inhibitors | 390,000 compounds, 0.56% hits; also: nearly all actives have a fitted effect of over 70% in size; inactives centre near 23
Target sequence (P83916 whole entry, looked up): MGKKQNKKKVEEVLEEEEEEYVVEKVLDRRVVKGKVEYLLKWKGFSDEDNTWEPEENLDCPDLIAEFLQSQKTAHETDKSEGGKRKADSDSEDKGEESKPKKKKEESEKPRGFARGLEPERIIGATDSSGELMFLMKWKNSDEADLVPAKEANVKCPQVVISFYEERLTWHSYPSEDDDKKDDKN
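HP1-beta protein (50 nM final) preincubated 30 min at room temperature with biotinylated H3(1-18)K9me3 peptide (50 nM) in PBS pH 7.4, 0.01% Tween-20, then compound added for 30 min. AlphaScreen streptavidin donor/nickel chelate acceptor beads (10 ug/mL final), 30 min dark, luminescence read.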
JMJD2A Tudor = inhibitors of human JMJD2A Tudor domain | Potency, µM (titrated, usually from 114 µM), inactives show at the top dose activity change, negative = inhibition, actives largely listed as inhibitors | O75164 | AID 504339 | 390,000 compounds, 4.4% hits | AlphaScreen JMJD2A-Tudor / H3K4me3 peptide binding; also: % is scaled to controls: 0 for no effect and ±100 for the full control effect; nearly all actives have a fitted effect of over 50% in size
BAZ2B inh = inhibitors of human BAZ2B bromodomain. Q9UIF8. AlphaScreen BAZ2B-H3K14Ac peptide displacement. Potency, µM (doses to about 114 µM), for inactives: at the highest dose activity change, negative = inhibition, hits mostly inhibitors. 360,000 compounds, 4.4% hits. AID 504333; also: % is scaled to controls: 0 for no effect and ±100 for the full control effect; nearly all actives have a fitted effect of over 60% in size
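AlphaScreen luminescence quantifies BAZ2B engagement of H3K14Ac peptide; the protein and biotinylated peptide are both at 50 nM final, buffer PBS pH 7.4 with 0.01% Tween-20, all steps at room temperature.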
Tb PGK inh = blocks T. brucei phosphoglycerate kinase; P07378; PGK/GAPDH coupled, Kinase-Glo luminescence, 60 min; AID 602233; 380,000 compounds, 0.043% hits; Potency, µM (doses to about 57.5 µM), inactives show at the top dose activity change, negative = inhibition, actives largely listed as inhibitors; also: % is scaled to controls: 0 for no effect and ±100 for the full control effect; nearly all actives have a fitted effect of over 60% in size
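Luminescent ATP detection (Kinase-Glo Plus) follows a 60-minute room-temperature incubation, with wells lacking PGK as controls. Buffer: 100 mM TEA (pH 7.6), 5 mM MgCl2, 0.01% Tween-20. Coupling enzyme GAPDH (100 nM final) supplies unstable 1,3-BPG in-well.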
GLS inh = blocks human kidney-isoform glutaminase activity | 410,000 compounds, 0.21% hits | Potency, µM (doses to about 45.5 µM), without a hit: at the highest dose activity change, negative = inhibition, hits mostly inhibitors | GLS enzymatic activity, qHTS titration | AID 624170; also: % is scaled to controls: 0 for no effect and ±100 for the full control effect
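Read-out is an Amplex red fluorescence increase coupled through glutamate oxidase and HRP, measured before and after 30 min room-temperature incubation. hKGA is in 45 mM KH2PO4 (pH 8.2) with 0.02% Tween-20; glutamine added as 1mM solution.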
BLM inh = inhibitors of human Bloom syndrome helicase BLM; recombinant BLM DNA unwinding, fluorescence dequenching; P54132; 350,000 compounds, 0.2% hits; AID 2528; Potency, µM (series often up to 56.1 µM), without a hit: at the top dose activity change, negative = inhibition, most hits filed as inhibitors;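 also: plate controls were vehicle for no effect and no enzyme for full effect; nearly all actives have a fitted effect of over 35% in size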
G9a block = G9a (human) methyltransferase inhibition. Q96KQ7. Potency, µM (doses to about 102 µM), inactives show at the highest dose activity, negative = inhibition, usual class: inhibitors. AID 504332. G9a H3K9 monomethylation, AlphaScreen, 2 h. 350,000 compounds, 8.8% hits; also: % is scaled to controls: 0 for no effect and ±100 for the full control effect; nearly all actives have a fitted effect of over 75% in size
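Using a bead-based AlphaScreen, monomethylated H3K9 product from 2 h room-temperature reactions (G9a 20 nM, peptide 500 nM, SAM 20 uM) was detected with 0.5 ug/mL rabbit anti-H3K9me1 antibody.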
Pin1 inh = blocks the human prolyl isomerase Pin1; 390,000 compounds, 0.009% hits; Q13526; Pin1 FP peptide displacement, HiFluor488, 10 min; Potency, µM (highest dose often 115 µM), inactives show top-dose activity, negative = inhibition, actives largely listed as inhibitors; active = well fitted inhibition curve with a large enough effect in the polarisation, with a control signal flat, not every such curve was filed as active; inconclusive = small, poorly fitted or top-dose-only effect, or effect the other way, or a change in a side signal; inactive = no such curve, though single readings can be large or run the other way; the % refers to the polarisation; also: % is scaled to controls: 0 for no effect and ±100 for the full control effect
Target sequence (Q13526 whole entry, looked up): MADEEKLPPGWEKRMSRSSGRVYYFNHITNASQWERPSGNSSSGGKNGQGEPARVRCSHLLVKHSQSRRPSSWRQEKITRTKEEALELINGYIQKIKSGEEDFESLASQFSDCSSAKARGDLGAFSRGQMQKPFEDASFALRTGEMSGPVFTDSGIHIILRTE
Pol iota inh = DNA polymerase iota (human) inhibition; Pol iota fluorescent replication assay, 10 min; Potency, µM (highest dose often 115 µM), for inactives: top-dose activity, negative = inhibition, hits mostly inhibitors; 390,000 compounds, 1% hits
Target sequence (Q9UNA4 whole entry, looked up): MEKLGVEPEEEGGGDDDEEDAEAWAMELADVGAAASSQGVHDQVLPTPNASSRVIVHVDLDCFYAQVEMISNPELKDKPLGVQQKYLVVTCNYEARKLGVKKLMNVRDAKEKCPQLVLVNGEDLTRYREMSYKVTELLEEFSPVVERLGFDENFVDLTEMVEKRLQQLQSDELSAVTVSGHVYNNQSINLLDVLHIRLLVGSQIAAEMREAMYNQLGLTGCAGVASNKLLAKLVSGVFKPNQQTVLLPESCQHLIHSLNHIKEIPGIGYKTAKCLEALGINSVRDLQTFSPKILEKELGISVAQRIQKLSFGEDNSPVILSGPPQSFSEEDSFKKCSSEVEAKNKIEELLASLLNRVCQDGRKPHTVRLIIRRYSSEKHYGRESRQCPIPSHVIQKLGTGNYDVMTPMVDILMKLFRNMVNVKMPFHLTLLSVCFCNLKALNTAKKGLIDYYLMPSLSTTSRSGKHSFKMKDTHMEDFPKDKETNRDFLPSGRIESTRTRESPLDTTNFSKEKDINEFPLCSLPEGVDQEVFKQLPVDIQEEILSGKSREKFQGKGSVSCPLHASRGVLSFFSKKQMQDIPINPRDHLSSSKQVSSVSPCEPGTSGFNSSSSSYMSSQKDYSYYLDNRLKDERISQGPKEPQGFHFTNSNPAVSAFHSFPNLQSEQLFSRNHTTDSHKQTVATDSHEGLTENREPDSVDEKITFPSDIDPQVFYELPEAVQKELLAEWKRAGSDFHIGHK
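Fluorescent replication assay read twice, at 0 min and 10 min after adding 50 nM (final) substrate. Enzyme (10 nM) and compounds were first incubated 15 min at room temperature; enzyme-free buffer wells were negative controls.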
Active calls of the source: *; i = inactive; ? = inconclusive; · = no result given; [ ] = dose if it differs, or a comment. Unless noted, calls follow the shape of the dose curve; as a rule, active = well fitted curve in the direction sought with a large enough effect; inconclusive = small, poorly fitted or top-dose-only effect, or another doubt; inactive = no such curve, though single readings can be large; an effect the other way counts as inactive or inconclusive. Potency is read from the fitted curve at half-maximal effect.

SMILES | HP1b chromo inh | JMJD2A Tudor | BAZ2B inh | Tb PGK inh | GLS inh | BLM inh | G9a block | Pin1 inh | Pol iota inh
N#Cc1c(-n2cccc2)cccc1-n1cccc1 | -35% | ? | 50µM* | 1% | 9% | -2% | ? | 0% | 11%
CC(C)CCOc1ccc(C(=O)NCC(c2cccs2)N2CCOCC2)cc1 (configuration not stated) | 9% | -20% | 5% | -4% | 9% | · | 20%[0.501 µM] | 4% | 4%
CCOC(=O)Cc1c(C)nc2c(-c3ccccc3)cnn2c1C | 71%[activator] | 48%[activator] | 58%[activator] | -3% | -5% | -4% | 7%[12.7 µM] | 0% | 6%
Cc1cc(N2CCN(c3cccc(C(F)(F)F)c3)CC2)n2nc(-c3ccccc3)nc2n1 | 26% | -27% | -3% | 1% | 1% | -5% | -4%[59 µM] | ? | 1%
CCOC(=O)C1CCCN(S(=O)(=O)c2cc3c(cc2C)NC(=O)CO3)C1 (configuration not stated) | 21% | -20% | -22% | 1% | 1% | -2% | -1%[59 µM] | 0% | 2%
O=C(COc1ccc(F)cc1Br)NCc1nnc2ccccn12 | 33% | -8% | · | -2% | -2% | · | · | 2% | 8%
COc1cc(Cn2c(N)c(C#N)c3nc4ccccc4nc32)cc(OC)c1 | 31% | 24%[57.1 µM] | 13% | -7% | -1% | -12% | 2% | 28% | ?
C=CCn1c(SCC(=O)c2ccc(OC)cc2)nnc1C(C)NC(=O)c1cccs1 (configuration not stated) | 26% | 1% | -3% | i | 2% | -3% | -14%[12.7 µM] | -4% | 7%
CCOC(=O)N1CCN(C(=O)c2cc(COc3ccc(OC)cc3Cl)on2)CC1 | 39% | -12% | 7% | -2% | -1% | -5% | ? | 3% | 10%
CCCCCCc1ccc(-c2ncc(N)cn2)cc1 | 22% | -28% | -8% | 1% | -1% | -17% | 4%[59 µM] | -3% | 24%
COc1cccc(CNC(=O)C2CCCN(C(=O)c3ccc(Cl)cc3)C2)c1 (configuration not stated) | 29% | 5% | -3% | -6% | -3% | · | -6%[12.7 µM] | -5% | 27%
Cn1c(SCC(=O)N2CCCc3ccccc32)nc2cccnc21 | 45% | -12% | 2% | -3% | 1% | -10% | 24%[59 µM] | 0% | 4%
Oc1c(Br)cc(Br)cc1CNc1ccc(F)cc1 | -16% | ? | 40µM* | 4% | -1% | 0% | 45µM* | ? | 59%[activator]
O=C(Nc1cnn(C23CC4CC(CC(C4)C2)C3)c1)c1cnn2cccnc12 | 18% | -11% | -31% | 16% | 7% | 0% | 1%[59 µM] | ? | 52%[activator]
COc1ccc(-c2cc(-c3nnc(COC(=O)c4ccncc4)o3)c3ccccc3n2)cc1OC | 78%[activator] | 33% | 6% | -4% | -2% | 1% | 26% | 41%[activator] | 104%[activator]
COc1cc(CNCc2ccc(OC)c3ccccc23)cc(OC)c1OC | ? | 25µM* | ? | i | -3% | 2% | · | ? | 39%
COc1ccc(N2CCN(CC(=O)Nc3ccc(SC(F)F)cc3)CC2)cc1 | -15% | ? | 40µM* | -5% | 13% | 4% | ? | -5% | 9%
COc1ccc(-c2nn(-c3ccccc3)cc2C(=O)NCC(c2cccs2)N2CCOCC2)cc1 (configuration not stated) | 6% | -13% | -7% | -2% | -26% | · | ? | 6% | 12%
O=[N+]([O-])c1cccnc1Oc1cccnc1 | 23% | ? | -1% | -6% | 1% | 2% | · | 0% | 87%[activator]
Cc1ccc(NC(=O)Cn2c(=O)n(CCCCCC(=O)NCc3ccc(F)cc3)c(=O)c3sccc32)cc1C | 3% | -15% | -10% | · | -7% | -7% | -4%[59 µM] | -2% | -5%
COc1ccc(C(=O)Nc2ccc(-c3n[nH]c(=S)o3)cc2)cc1 | 26% | ? | ? | -10% | -11% | -5% | 1.8µM* | -9% | ?
CC(C)C(=O)OCc1cc(=O)n2nc(C3CC3)sc2n1 | 55%[activator] | -33% | -30% | -2% | 0% | -3% | 7%[59 µM] | 0% | 30%
COc1ccc(C(CNC(=O)c2ccc(S(=O)(=O)Nc3ccc(F)cc3)cc2)N(C)C)cc1 (configuration not stated) | 0% | -23% | -13% | -4% | 0% | 1% | -7% | -1% | 23%
Cc1ccc(C)c(S(=O)(=O)N/N=C/c2cccnc2)c1 | 37% | -25% | -1% | i | 2% | 0% | ? | -8% | 124%[activator]
O=C(CCNC(=O)c1ccc(Cl)cc1)Nc1ccc(Cl)cc1F | 16% | 0% | 10% | -5% | 0% | -1% | 5%[59 µM] | 4% | 52%[activator]

Arranged by length of the SMILES (largest number first): part of the list above.
SMILES | HP1b chromo inh | JMJD2A Tudor | BAZ2B inh | Tb PGK inh | GLS inh | BLM inh | G9a block | Pin1 inh | Pol iota inh
Cc1cc(N2CCN(c3cccc(C(F)(F)F)c3)CC2)n2nc(-c3ccccc3)nc2n1 | 26% | -27% | -3% | 1% | 1% | -5% | -4%[59 µM] | ? | 1%
CCOC(=O)C1CCCN(S(=O)(=O)c2cc3c(cc2C)NC(=O)CO3)C1 (configuration not stated) | 21% | -20% | -22% | 1% | 1% | -2% | -1%[59 µM] | 0% | 2%
COc1cccc(CNC(=O)C2CCCN(C(=O)c3ccc(Cl)cc3)C2)c1 (configuration not stated) | 29% | 5% | -3% | -6% | -3% | · | -6%[12.7 µM] | -5% | 27%
COc1cc(Cn2c(N)c(C#N)c3nc4ccccc4nc32)cc(OC)c1 | 31% | 24%[57.1 µM] | 13% | -7% | -1% | -12% | 2% | 28% | ?
COc1ccc(C(=O)Nc2ccc(-c3n[nH]c(=S)o3)cc2)cc1 | 26% | ? | ? | -10% | -11% | -5% | 1.8µM* | -9% | ?
COc1cc(CNCc2ccc(OC)c3ccccc23)cc(OC)c1OC | ? | 25µM* | ? | i | -3% | 2% | · | ? | 39%
Cn1c(SCC(=O)N2CCCc3ccccc32)nc2cccnc21 | 45% | -12% | 2% | -3% | 1% | -10% | 24%[59 µM] | 0% | 4%
CC(C)C(=O)OCc1cc(=O)n2nc(C3CC3)sc2n1 | 55%[activator] | -33% | -30% | -2% | 0% | -3% | 7%[59 µM] | 0% | 30%
O=C(COc1ccc(F)cc1Br)NCc1nnc2ccccn12 | 33% | -8% | · | -2% | -2% | · | · | 2% | 8%
N#Cc1c(-n2cccc2)cccc1-n1cccc1 | -35% | ? | 50µM* | 1% | 9% | -2% | ? | 0% | 11%

Continuation.
SMILES | HP1b chromo inh | JMJD2A Tudor | BAZ2B inh | Tb PGK inh | GLS inh | BLM inh | G9a block | Pin1 inh | Pol iota inh
COc1ccccc1NC(=S)NCc1ccc(S(N)(=O)=O)cc1 | 17% | 0% | 7% | -2% | 4% | 0% | ? | 1% | 66%[activator]
Cc1ccc(C)c(-n2nnnc2Sc2nnnn2-c2ccccc2)c1 | 36% | -1% | 4% | 5% | 6% | -4% | 7%[59 µM] | 4% | 7%
CCOC(=O)CCC(=O)O[C@H]1[C@H](O[C@@H]2[C@@H](C)[C@H](O[C@H]3C[C@@](C)(OC)[C@@H](O)[C@H](C)O3)[C@@H](C)C(=O)O[C@H](CC)[C@@](C)(O)[C@H](O)[C@@H](C)C(=O)[C@H](C)C[C@@]2(C)O)O[C@H](C)C[C@@H]1N(C)C | 37%[activator] | -12% | 9% | 4% | -3% | 2% | 17% | -3% | 1%
COc1ccc(CCNC(=O)c2ccc(-c3ccc([N+](=O)[O-])cc3)o2)cc1OC | 13% | -20% | -22% | -4% | 4% | 3% | -7%[59 µM] | 13% | 8%
Cc1cc(C)cc(NC(=O)CSc2nnc(-c3ccncc3)o2)c1 | -3% | -13% | 11% | -5% | 4% | · | 7%[0.501 µM] | -9% | 50%[activator]
CCOC(=O)Cn1c2ccccc2c2nc3ccccc3nc21 | -1% | -43% | 6% | i | 3% | 1% | ? | -2% | 3%
Cc1ccc(C2=NN(CCC#N)C(=O)CO2)cc1 | 34% | -13% | 1% | 7% | 9% | 0% | ? | 2% | -9%
O=C(O)c1ccccc1N(Cc1ccccc1)C(=O)COc1ccccc1 | 18%[57 µM] | 5% | -11% | -2% | 13% | 1% | -42% | 3% | 7%
CSc1ccccc1NC(=O)CSCc1ccc(C)cc1 | 131% | 100%[activator] | 103%[activator] | -1% | -5% | -7% | · | 3% | 8%
C(#CCN1CCCC1)CC(c1ccccc1)c1ccccc1 | 21% | -18% | -14% | -6% | -26% | -4% | -6% | 0% | 49%[activator]
CC(CC(=O)NCc1ccc(Cl)cc1)S(=O)(=O)c1ccc2c(c1)NC(=O)CO2 (configuration not stated) | 35% | -8% | -2% | -7% | 1% | -2% | ? | 2% | 16%
C/C(N)=C(/C#N)C(=O)CSc1nncn1-c1ccccc1 | 6% | -11% | -16% | -8% | -11% | -4% | -5% | -6% | -12%
OCc1c(OCc2cccc(F)c2)ccc2ccccc12 | 59%[activator] | 6% | -4% | i | -12% | 1% | 9%[0.501 µM] | -1% | 20%
CCOC(=O)C1(C)C=C(Nc2cccc(C)c2)C(=O)N1c1ccccc1 (configuration not stated) | 26% | -3% | 13% | -2% | 4% | -11% | ? | 6% | 18%
COc1cccc2sc(NNC(=O)C3COc4ccccc4O3)nc12 (configuration not stated) | 43% | -24% | · | i | ? | -4% | ? | 3% | 79%[activator]
COc1cccc(/C=N/NC(=O)c2ccc(=O)[nH]n2)c1O | 49%[activator] | 79µM* | 50µM* | -8% | 3% | -6% | -4% | -2% | -28%
O=C(CCCC(=O)OCC(Cl)=C(Cl)Cl)Nc1cccc2ccccc12 | 45%[activator] | -5% | 18% | i | 1% | -4% | 19% | 8% | -13%

Whole records, looked up by structure:
`CC(C)CCOc1ccc(C(=O)NCC(c2cccs2)N2CCOCC2)cc1` (configuration not stated) as listed: HP1b chromo inh: 9%; JMJD2A Tudor: -20%; BAZ2B inh: 5%; Tb PGK inh: -4%; GLS inh: 9%; BLM inh: ·; G9a block: 20%[0.501 µM]; Pin1 inh: 4%; Pol iota inh: 4%
`CCCCCCc1ccc(-c2ncc(N)cn2)cc1` as listed: HP1b chromo inh: 22%; JMJD2A Tudor: -28%; BAZ2B inh: -8%; Tb PGK inh: 1%; GLS inh: -1%; BLM inh: -17%; G9a block: 4%[59 µM]; Pin1 inh: -3%; Pol iota inh: 24%

An excerpt; rates above refer to the full screens.
